Assay outcomes: PubChem BioAssay, The Scripps Research Institute Molecular Screening Center
MITF primary: inhibitors of human MITF; AlphaScreen MITF homodimerization, bead proximity signal; hit rate 0.91% among 650,000; O75030; inhibition, % at 2.6 µM; in the data active means inhibition above about 50%;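 further: 0% = vehicle wells with protein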
Target sequence (O75030 whole entry, looked up): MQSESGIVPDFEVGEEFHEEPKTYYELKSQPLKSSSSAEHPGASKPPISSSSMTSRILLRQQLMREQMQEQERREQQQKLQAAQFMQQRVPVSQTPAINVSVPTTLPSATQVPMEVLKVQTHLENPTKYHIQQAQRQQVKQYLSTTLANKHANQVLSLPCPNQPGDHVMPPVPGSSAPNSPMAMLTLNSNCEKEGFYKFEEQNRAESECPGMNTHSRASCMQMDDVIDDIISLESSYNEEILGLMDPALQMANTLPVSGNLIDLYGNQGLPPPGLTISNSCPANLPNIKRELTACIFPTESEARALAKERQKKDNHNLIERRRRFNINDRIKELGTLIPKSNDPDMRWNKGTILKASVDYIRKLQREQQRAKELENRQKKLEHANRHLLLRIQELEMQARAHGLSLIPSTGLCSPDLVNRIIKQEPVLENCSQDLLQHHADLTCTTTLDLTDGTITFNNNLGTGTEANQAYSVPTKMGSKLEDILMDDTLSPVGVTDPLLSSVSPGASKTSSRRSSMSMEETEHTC
FBW7 act: human FBW7 E3 ligase activation, primary screen; normalized activity (activation), % at 26.1 µM; hit rate 0.13% among 650,000; Q969H0; AID 1259310; AlphaScreen FBW7–phospho-cyclin E peptide binding, activator screen; in the data active means normalized activity above about 1.9%;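 further: purified mutant Fbw7 with reduced substrate affinity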
TEAD-YAP inh: TEAD-YAP interaction inhibition; AID 1259422; inhibition, % at 9.12 µM; hit rate 1.4% among 640,000; HEK-TIYL cells, TEAD-Gal4/YAP UAS-luciferase luminescence; in the data active means inhibition above about 32%;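 further: 0% = median of test compound wells and 100% = reference inhibitor wells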
GPR151 activ: activators of human GPR151. PathHunter beta-arrestin GPR151 cells, luminescence. activation, % at 11.2 µM. hit rate 1% among 650,000. Q8TDV0; in the data active means activation above about 4.9%;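 further: 0% = median of compound wells and 100% = cells with positive control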
Target sequence (Q8TDV0 whole entry, looked up): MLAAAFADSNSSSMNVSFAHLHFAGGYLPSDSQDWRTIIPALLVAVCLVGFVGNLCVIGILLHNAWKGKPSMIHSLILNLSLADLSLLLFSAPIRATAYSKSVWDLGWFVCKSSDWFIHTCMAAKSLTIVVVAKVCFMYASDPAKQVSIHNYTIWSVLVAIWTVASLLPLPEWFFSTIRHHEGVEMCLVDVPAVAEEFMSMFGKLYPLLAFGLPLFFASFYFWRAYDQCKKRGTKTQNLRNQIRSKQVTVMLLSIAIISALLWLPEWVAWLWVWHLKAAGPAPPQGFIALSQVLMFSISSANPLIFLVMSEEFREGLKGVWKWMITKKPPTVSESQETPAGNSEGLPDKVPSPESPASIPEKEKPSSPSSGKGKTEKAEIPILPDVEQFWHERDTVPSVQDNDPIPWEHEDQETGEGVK
Starred values were filed as active, the others as inactive.

The opening 4 records, ahead of the listing:
No. | molecule | MITF primary | FBW7 act
1 | Cc1cc(C(=O)COC(=O)c2nc(Cl)ccc2Cl)c(C)n1C1CC1 | 19 | 0.2
2 | COc1cc([N+](=O)[O-])ccc1NC(=O)n1cc(C)cn1 | -1 | -0.1
3 | COc1ccc(/C(C#N)=C/c2ccc(OC)c(OC)c2)cc1 | 7 | 0.0
4 | O=C(Nc1ccc(NC(=O)c2ccc(Cl)cc2)nc1)c1ccncc1 | -4 | 0.1

No. | TEAD-YAP inh | GPR151 activ
1 | 5 | -0.5
2 | -3 | -2.1
3 | -3 | -2.4
4 | -2 | 0.9

The whole of this part, from the start:
No. | molecule | MITF primary | FBW7 act
1 | Cc1cc(C(=O)COC(=O)c2nc(Cl)ccc2Cl)c(C)n1C1CC1 | 19 | 0.2
2 | COc1cc([N+](=O)[O-])ccc1NC(=O)n1cc(C)cn1 | -1 | -0.1
3 | COc1ccc(/C(C#N)=C/c2ccc(OC)c(OC)c2)cc1 | 7 | 0.0
4 | O=C(Nc1ccc(NC(=O)c2ccc(Cl)cc2)nc1)c1ccncc1 | -4 | 0.1
5 | Cc1ccc(CNC(=O)c2ccc3c(c2)NC(=O)C(CSCc2ccc(F)cc2Cl)N3)cc1 (stereo unspecified) | 11 | 0.1
6 | CC(=O)Nc1ccc(-c2csc(Nc3cccc(C)n3)n2)cc1 | 1 | 0.0
7 | CCc1nnc(NC(=O)CCSCCC(=O)Nc2nnc(CC)s2)s1 | 0 | -0.2
8 | CC(C)(CO)C(O)C(=O)NCc1ccc(C(=O)O)cc1 (stereo unspecified) | 2 | -0.2
9 | Cc1ccc(C2CC(=O)Nc3ccc4ccccc4c32)cc1 (stereo unspecified) | 17 | 0.1
10 | CCCc1cc(=O)n2[nH]c(-c3ccccc3)nc2n1 | -7 | -0.1
11 | CCOCCc1nnc(NC(=O)CC(C)(C)C)s1 | 8 | 0.7
12 | Cc1ccc(C)c(C(=O)COC(=O)c2cc(=O)[nH]c3ccccc23)c1 | -1 | 0.1
13 | Cc1cc(C)nc(SCC(=O)NNC(=O)c2ccccc2C)n1 | 2 | -0.1
14 | C=CCn1c(SCC(=O)N2CCCCCC2)nc2scc(-c3ccco3)c2c1=O | -10 | -0.1
15 | O=C1c2cccc3c([N+](=O)[O-])ccc(c23)C(=O)N1Oc1ccc([N+](=O)[O-])cc1[N+](=O)[O-] | -3 | -0.1

No. | TEAD-YAP inh | GPR151 activ
1 | 5 | -0.5
2 | -3 | -2.1
3 | -3 | -2.4
4 | -2 | 0.9
5 | 8 | 0.2
6 | -75 | -0.8
7 | -1 | 2.0
8 | 7 | -0.4
9 | 2 | -0.9
10 | 0 | 0.4
11 | 1 | -0.5
12 | -7 | 0.3
13 | 7 | 1.0
14 | 3 | -0.6
15 | 0 | -1.2

(continued)
No. | molecule | MITF primary | FBW7 act
16 | CC1=C(C(=O)OCCc2ccccc2)C(c2ccc(O)cc2)NC(=O)N1 (stereo unspecified) | 12 | 0.6
17 | COc1ccc(-c2noc(CNC(=O)c3cc(C)cc(C)c3)n2)cc1 | -16 | -0.1
18 | COC(=O)c1ccc(NC(=O)C2CC2(c2cccc(C)c2)c2cccc(C)c2)cc1 (stereo unspecified) | -1 | -0.1
19 | Cc1cc(/C=C(/C#N)c2cccc([N+](=O)[O-])c2)c(C)n1-c1ccncc1 | -1 | 0.0
20 | Cc1ccc(C(=O)NNC(=S)NCc2ccco2)cc1[N+](=O)[O-] | 5 | -0.1
21 | Cc1cccc(N=C2NC(=O)/C(=C/c3ccc(N(C)C)cc3)S2)c1C | 4 | 0.0
22 | O=C(NN1C(=O)c2ccccc2NC12CCCC2)c1ccc(Br)cc1 | 23 | 0.4
23 | O=[N+]([O-])c1cc(S(=O)(=O)N2CCCC2)ccc1NCC1COc2ccccc2O1 (stereo unspecified) | 15 | 0.1
24 | COC(=O)c1ccc(NC(=O)c2c(O)c3cccc4c3n(c2=O)CCC4)cc1 | 7 | -0.1
25 | C=C(C)Cn1c(SCc2ccccc2)nc2sc3c(c2c1=O)CC(C)(C)OC3 | 16 | 0.1
26 | COc1cc(-c2nc(-c3ccccc3)c(-c3ccc(Sc4ccccc4)cc3)[nH]2)cc(OC)c1OC | 8 | -0.1
27 | O=C(Nc1cc(Cl)cc(Cl)c1)c1ccc(F)c(S(=O)(=O)N2CCN(c3ccccc3F)CC2)c1 | 14 | 0.2
28 | COc1ccc(C=C2C(=O)NC(=S)NC2=O)cc1C(=O)O | -6 | -0.3
29 | CCSc1ccc(CC(=O)Nc2nc3c(OC)cccc3s2)cc1 | 7 | -0.2
30 | CN(Cc1ccccc1)C(=O)c1ccc2c(c1)ncn2C1CCCC1 | 10 | 0.0

No. | TEAD-YAP inh | GPR151 activ
16 | 1 | 0.0
17 | -3 | 0.5
18 | -10 | -0.6
19 | 9 | -0.8
20 | -6 | 0.9
21 | 30 | -0.4
22 | -23 | 1.8
23 | -4 | 0.0
24 | 12 | 1.6
25 | -3 | -0.8
26 | 7 | -0.2
27 | 5 | 0.4
28 | -2 | 0.6
29 | 2 | -0.1
30 | -4 | 0.4

Next structures
No. | molecule | MITF primary | FBW7 act
31 | O=S1(=O)N=C(Nc2nnc(SCc3ccccc3Cl)s2)c2ccccc21 | -1 | 0.1
32 | COc1ccc(C(=O)N/C(=C/c2ccc([N+](=O)[O-])cc2)C(=O)Nc2ccc(Br)c(C)c2)c(Cl)c1 | -4 | -0.1
33 | COC(=O)c1ccccc1NC(=O)CN1C(=O)C2C3C=CC(C3)C2C1=O (stereo unspecified) | 9 | 0.5
34 | COc1ccc(OCC(O)CN2CCCCC2C)cc1 (stereo unspecified) | 12 | 0.2
35 | C=CCOC(=O)CCN1C(=O)c2ccc([N+](=O)[O-])cc2C1=O | -4 | 0.1
36 | COc1c2occc2c(OC)c2c(=O)cc(C(F)(F)C(F)F)oc12 | 16 | 0.3
37 | O=C1N=C(N2CCCC2)S/C1=C\c1ccccc1Cl | 3 | 0.0
38 | CC(=O)NC(=S)Nc1ccc(CN2CCOCC2)cc1 | -6 | -0.1
39 | O=C(Nc1cccc(Cl)c1Cl)c1ccc(F)c([N+](=O)[O-])c1 | 8 | 0.0
40 | CN(C)C(Cc1ccccc1)C(=O)c1ccco1 (stereo unspecified) | 18 | 0.1
41 | COc1ccc(N2C(=O)C(Cl)=C(Nc3c(C)n(C)n(-c4ccccc4)c3=O)C2=O)cc1 | -9 | -0.2
42 | Cc1nn(C(C)C)c(C)c1CN1CCCC(CCC(=O)NCc2ccccc2F)C1 (stereo unspecified) | 8 | -0.1
43 | COc1ccc(CCC(=O)N2CCC3(CC2)OCc2ccccc2O3)cc1OC | 8 | -0.1
44 | CCC1CN(CC(=O)NCCCOc2cccnc2)Cc2cc(OC)ccc2O1 (stereo unspecified) | 29 | 0.6
45 | COc1cccc(C(=O)NCc2nnc(SCC(=O)Nc3nccs3)n2-c2cc(OC)ccc2OC)c1 | -1 | -0.1

No. | TEAD-YAP inh | GPR151 activ
31 | 2 | -1.2
32 | 0 | -0.5
33 | -1 | 4.8
34 | 0 | -2.0
35 | -4 | -0.3
36 | 1 | 0.1
37 | 4 | 0.3
38 | -8 | 1.3
39 | 12 | -2.1
40 | 5 | -1.1
41 | 15 | -0.5
42 | 4 | -0.9
43 | 40* | -0.6
44 | 9 | -0.7
45 | 5 | 1.8

Six of the compounds above, in markdown:
| item | compound | MITF primary | FBW7 act | TEAD-YAP inh | GPR151 activ |
| --- | --- | --- | --- | --- | --- |
| 33 | COC(=O)c1ccccc1NC(=O)CN1C(=O)C2C3C=CC(C3)C2C1=O (stereo unspecified) | 9 | 0.5 | -1 | 4.8 |
| 34 | COc1ccc(OCC(O)CN2CCCCC2C)cc1 (stereo unspecified) | 12 | 0.2 | 0 | -2.0 |
| 35 | C=CCOC(=O)CCN1C(=O)c2ccc([N+](=O)[O-])cc2C1=O | -4 | 0.1 | -4 | -0.3 |
| 36 | COc1c2occc2c(OC)c2c(=O)cc(C(F)(F)C(F)F)oc12 | 16 | 0.3 | 1 | 0.1 |
| 37 | O=C1N=C(N2CCCC2)S/C1=C\c1ccccc1Cl | 3 | 0.0 | 4 | 0.3 |
| 38 | CC(=O)NC(=S)Nc1ccc(CN2CCOCC2)cc1 | -6 | -0.1 | -8 | 1.3 |

Quoted from the listing:
no. 40 in MITF primary shows 18
no. 37 in MITF primary shows 3
no. 36 in TEAD-YAP inh shows 1
no. 45 in MITF primary shows -1

Later entries:
No. | molecule | MITF primary | FBW7 act
46 | C=CCn1ncc2c3sc(C)cc3n(CC=C)c2c1=O | 3 | 0.1
47 | Cc1ccc(C(C(=O)NC2CCCC2)N2CCC3(CC2)OCCO3)cc1 (stereo unspecified) | -7 | 0.1
48 | O=C(Nc1ccccc1)c1c(O)c2cccc3c2n(c1=O)CCC3 | -3 | 0.1
49 | COc1ccc(-n2cc(C(=O)NCCCN3CCCC3)c3ccccc3c2=O)cc1 | -10 | 0.0
50 | COC(=O)c1cc(OC(=O)c2ccc(Cl)cc2)n(C(C)(C)C)n1 | 10 | -0.1
51 | O=C(Nn1c(-c2ccccc2F)nc2ccccc2c1=O)c1cc(-c2ccc(F)cc2)nc2ccccc12 | 4 | 0.4
52 | CCOC(=O)/C(=N\Nc1ccccc1)n1nnc2ccccc21 | 2 | -0.1
53 | CC(C)n1c(N2CCCC2CO)nc2c(Nc3ccccc3)ncnc21 (stereo unspecified) | 6 | -0.1
54 | CCC(=O)Oc1ccc2c(-c3ccccc3)cc(=O)oc2c1 | 16 | 0.1
55 | CC1=Nc2ccccc2/C1=C/c1c(N)n2c(S(C)(=O)=O)nsc2nc1=O | 2 | 0.0
56 | COc1cccc(C2NS(=O)(=O)N=C2N)c1 (stereo unspecified) | -4 | -0.1
57 | Cc1cc(C(=O)Nc2ccc(C(N)=O)cc2)ccc1[N+](=O)[O-] | 8 | 0.3
58 | O=c1[nH]c(O)c(C=NCC2CCCO2)c(=O)[nH]1 (stereo unspecified) | -1 | -0.1
59 | CC(=O)c1cccc(NC(=O)c2cc(I)ccc2Cl)c1 | -3 | -0.1
60 | COC(=O)Cn1cc(CN2CCc3nc(N4CCC(C)CC4)[nH]c(=O)c3C2)c2ccccc21 | -1 | -0.2

No. | TEAD-YAP inh | GPR151 activ
46 | -1 | -0.5
47 | -9 | -0.2
48 | -6 | 0.7
49 | 6 | -0.9
50 | 5 | -1.2
51 | 9 | 0.2
52 | -11 | 0.2
53 | -3 | 0.0
54 | 19 | 0.0
55 | 3 | 0.7
56 | -8 | 0.1
57 | 6 | -0.8
58 | 13 | -0.3
59 | 4 | 0.9
60 | -4 | -0.6

Going on with the list.
No. | molecule | MITF primary | FBW7 act
61 | Cc1cccc(N2C(=O)C(O)=C(C(=O)/C=C\c3ccccc3)C2c2ccccc2F)c1 (stereo unspecified) | 6 | 0.2
62 | O=C(O)CN=C1CCCc2ccccc2N1 | 10 | 0.4
63 | O=C1COc2c(cc(Cl)c3cccnc23)N1 | 1 | -0.2
64 | Oc1cccc(Nc2nc(-c3ccc(O)c(O)c3)cs2)c1 | 44 | -0.2
65 | CCOCCOC(=O)c1ccc(NC(=O)COc2ccc(C)cc2C)cc1 | 20 | 1.2
66 | Cc1nc2scc(C)n2c1C(=O)N1CCCCC1 | 5 | -0.4
67 | COCC(=O)N1CC[C@H]2[C@H](CCCN2C2Cc3ccccc3C2)C1 | -12 | 0.0
68 | O=C1NN(c2ccccc2)C(=O)/C1=C\c1ccc2c(c1)OCO2 | -1 | 0.0
69 | Cc1nc2ccc(NS(=O)(=O)c3ccc(F)cc3)cc2c(=O)n1-c1ccc(Cl)cc1 | 14 | 1.1
70 | Cc1cc2c(c(=O)n1CC1CCCO1)C(c1c(F)cccc1Cl)C(C#N)=C(N)O2 (stereo unspecified) | 16 | 0.3
71 | Cc1c(CNC(=S)Nc2cccc([N+](=O)[O-])c2)cnn1C | 19 | 0.0
72 | CC(C)c1ccc(NC(=O)C2C3C=CC4(O3)C2C(=O)N(Cc2ccc(Cl)cc2)C4C(=O)NC2CCCCC2)cc1 (stereo unspecified) | 1 | -0.1
73 | COc1cccc(N2C(=O)C3C4c5ccccc5C(C)(c5ccccc54)C3C2=O)c1 (stereo unspecified) | -11 | 0.0
74 | COc1ccc(NS(=O)(=O)c2nnc(NC(=O)c3ccccc3F)s2)cc1 | 8 | 0.3
75 | CCN1CCc2c(C(=O)N3CCc4ccccc4C3)c(OC)cc(=O)n2CC1 | -3 | -0.1

No. | TEAD-YAP inh | GPR151 activ
61 | 0 | 0.9
62 | -4 | 1.2
63 | -19 | 0.6
64 | -39 | -0.1
65 | -21 | 0.6
66 | -8 | 3.5
67 | -4 | 0.5
68 | 11 | 1.2
69 | 3 | -0.2
70 | 24 | 1.0
71 | -2 | -0.1
72 | -9 | -0.4
73 | 3 | -0.4
74 | 8 | 2.1
75 | 2 | 0.0

(more compounds)
No. | molecule | MITF primary | FBW7 act
76 | Cc1[nH]nc(NC2CCCCC2)c1[N+](=O)[O-] | 5 | -0.1
77 | C/C(=N\NC(=S)NC(C)C)c1ccco1 | -14 | -0.2
78 | c1ccc2c(c1)nc(N1CCCC1)c1nc3ccccc3n12 | 1 | 0.2
79 | O=C1CC2(CC2(c2ccccc2)c2ccccc2)C(=O)N1c1cccc([N+](=O)[O-])c1 (stereo unspecified) | 23 | 0.6
80 | CCC(C)C(=O)NCc1nnc2n1CCN(Cc1ccc(N(CC)CC)cc1)CC2 (stereo unspecified) | -7 | 0.1

No. | TEAD-YAP inh | GPR151 activ
76 | -1 | -1.3
77 | -3 | 0.1
78 | -1 | 0.4
79 | -3 | 0.4
80 | 12 | -0.5

Not a hit list (roughly 3.4% active in at least one column).
